High-throughput results from PubChem.
Jurkat autofluor: compound autofluorescence on Jurkat cells, primary screen, artefact control for VLA-4 allosteric ligand project, cell-based, flow cytometry. AID 576, 2007. stronger effect = higher value; 1 = vehicle-only cell background. actives 0.61% (n = 24,000). fluorescence ratio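 (tested at 10 µM compound in the well)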;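 active = fluorescence ratio above 2.44, which is 1 plus 3 SD of all ratios; inconclusive = signal too bright to measure linearly, ratio around 10 or more; inactive = fluorescence ratio below 2.44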;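 also: green fluorescence of cells measured with 488 nm excitation and 530 nm emission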
VLA-4 antagonist: inhibitors of LDV-FITC binding to Mn2+-activated VLA-4, primary screen, Jurkat cells; LDV-FITC binding with Mn2+, flow cytometry; 100% = Mn2+-driven binding gain fully reversed; inhibition, % at 10 µM (by protocol); actives 0.2% (n = 24,000); AID 529, 2006;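 active = inhibition above 50%; inconclusive = compound itself fluorescent, judged against control cell fluorescence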;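 also: 0% = Mn2+ stimulated cells lacking compound and 100% = ligand binding without Mn2+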
Target sequence (P13612 whole entry, looked up): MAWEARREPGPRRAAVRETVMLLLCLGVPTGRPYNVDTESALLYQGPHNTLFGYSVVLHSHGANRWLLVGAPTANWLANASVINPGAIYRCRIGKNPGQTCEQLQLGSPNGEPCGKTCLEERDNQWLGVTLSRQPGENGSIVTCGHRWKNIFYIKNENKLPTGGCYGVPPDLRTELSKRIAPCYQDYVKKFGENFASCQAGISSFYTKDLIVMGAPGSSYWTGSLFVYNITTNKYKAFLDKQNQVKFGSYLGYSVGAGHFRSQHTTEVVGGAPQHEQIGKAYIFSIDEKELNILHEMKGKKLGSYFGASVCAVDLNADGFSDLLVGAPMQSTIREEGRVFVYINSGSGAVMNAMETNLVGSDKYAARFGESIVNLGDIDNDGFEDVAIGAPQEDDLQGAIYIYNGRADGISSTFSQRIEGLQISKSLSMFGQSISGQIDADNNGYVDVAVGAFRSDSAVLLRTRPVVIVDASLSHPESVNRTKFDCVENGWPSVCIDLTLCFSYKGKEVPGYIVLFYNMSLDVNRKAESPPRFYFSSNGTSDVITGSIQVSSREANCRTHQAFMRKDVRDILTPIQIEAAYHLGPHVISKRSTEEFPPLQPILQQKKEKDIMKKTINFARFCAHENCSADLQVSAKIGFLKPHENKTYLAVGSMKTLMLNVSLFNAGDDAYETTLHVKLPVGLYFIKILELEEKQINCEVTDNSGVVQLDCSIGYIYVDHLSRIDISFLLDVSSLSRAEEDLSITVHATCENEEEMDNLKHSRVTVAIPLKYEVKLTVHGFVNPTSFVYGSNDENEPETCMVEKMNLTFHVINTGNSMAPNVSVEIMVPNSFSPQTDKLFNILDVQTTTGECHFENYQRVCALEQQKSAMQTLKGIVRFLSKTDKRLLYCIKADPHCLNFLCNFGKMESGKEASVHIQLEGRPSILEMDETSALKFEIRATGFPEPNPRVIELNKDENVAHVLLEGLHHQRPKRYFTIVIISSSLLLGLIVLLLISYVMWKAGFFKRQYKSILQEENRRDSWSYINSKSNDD
LNCaP diff act: activators of LNCaP prostate cell differentiation, primary screen, flow cytometry side scatter. 4 d. side scatter shift, % at 10 µM. actives 0.56% (n = 24,000). AID 795, 2007;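 active = side scatter shift above 30%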;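 also: androgen-responsive LNCaP prostate cancer cells in charcoal-stripped serum medium; percent of cells past a gate set so DMSO wells show 10% shift; higher shift means more granular cells and more differentiation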
VLA-4 allo ag: enhancers of LDV-FITC binding to VLA-4 integrin, primary screen, Jurkat cells, flow cytometry; Integrin alpha-4 (Homo sapiens), P13612; activation, % at 10 µM (by protocol); 24,000 tested, under 10 active; AID 528, 2006;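 active = fluorescent ligand binding to cells raised by more than 40% of the manganese-induced maximum; inconclusive = compound's own fluorescence above 85% of the ligand control signal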;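 also: 0% = ligand binding without compound and 100% = manganese-stimulated maximal binding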
* marks the source's active call; other numbers are inactive results; ? = inconclusive; nt = no result given. Only part of the results is shown; count on the stated rates, not on these rows.

#	molecule	Jurkat autofluor	VLA-4 antagonist	LNCaP diff act	VLA-4 allo ag
1	CC(C)NC(=O)CCNS(=O)(=O)c1ccc(Br)cc1	0.99	-48	8	9
2	CCOC(=O)N1CCN(S(=O)(=O)c2ccc(C(=O)Nc3sc4c(c3C#N)CCC4)cc2)CC1	1.1	-8	15	4
3	c1ccc2[nH]c(-c3cscn3)nc2c1	1.1	-27	1	-2
4	COc1ccc(CNC(=O)CCn2c(=O)oc3ccccc32)cc1	0.96	-1	3	6
5	CCOP(=O)(c1ccc(N(C)C)cc1)C(O)c1ccccc1OC (stereo not drawn)	1.1	-6	9	-1
6	CCC(c1nnc(SCC(=O)NCC2CCCO2)n1Cc1ccccc1)N(C)C (stereo not drawn)	0.98	-4	8	0
7	CCN(C(=O)Cn1c(=O)n2nc(CCn3nc(C)cc3C)nc2c2ccccc21)c1cccc(C)c1	1.1	10	4	-3
8	COc1ccccc1NC(=O)CSc1nnnn1-c1ccc2c(c1)OCO2	1	-8	13	0
9	CCOc1ccc(OCc2ccc(C(=O)Nc3cccc(C)n3)o2)cc1	1.2	-12	12	-1
10	Cc1cc(=O)n(CCCO)c(O)c1C#N	1	-12	3	2
11	O=C(Nc1ccccc1-c1ccccc1)NC1CCN(CC(=O)N2CCOCC2)CC1	0.98	-17	3	-2
12	CCOC(=O)N1CCN(C(=O)C(CC(C)C)NC(=O)C2CCCCC2)CC1 (stereo not drawn)	1.1	6	7	0
13	COc1ccc2oc(=O)c(C(=O)N3CCN(c4ccccc4F)CC3)cc2c1	1	-19	4	4
14	O=C(c1cnn2ccccc12)N1CCc2ccccc21	0.92	-16	12	8
15	O=C(O)c1cccc2c1C(=O)N(C1CCCCC1)C2	1.1	-16	15	3
16	CC(C)(C)C1CCc2onc(C(=O)Nc3ccc(F)cc3F)c2C1 (stereo not drawn)	1.1	-8	15	5
17	COC(=O)CN(c1ccc(C)c(Cl)c1)S(C)(=O)=O	0.95	3	23	-5
18	CCCOc1ccc(C(CC(=O)O)NC(=O)C23CC4CC(CC(C4)C2)C3)cc1 (stereo not drawn)	1.1	113*	nt	-26
19	CCCN1CCN(C(=O)CCCNC(=O)Cn2cnc3sc(C)c(C)c3c2=O)CC1	0.91	10	7	3
20	CN(C)c1ccc(NC(=O)CN2CCN(CC(=O)Nc3ccc(F)cc3)CC2)cc1	0.95	-5	2	-5
21	CCOC(=O)NCc1ccc2c(c1)cc(C)n2C	1.1	-6	11	1
22	COC(=O)Cn1cnc2sc(C)c(S(=O)(=O)N3CCN(c4ccccc4OC)CC3)c2c1=O	1	?	4	?
23	COc1ccc(CCN(Cc2cc3cccc(C)c3[nH]c2=O)C(=O)N2CCCC2)cc1OC	1.1	-24	12	1
24	COc1cccc(C2C(C(N)=O)=C(C)Nc3nc(-c4ccccc4Cl)nn32)c1 (stereo not drawn)	1	-8	6	1
25	CC(C)(C)c1ccc2c(c1)OCC(C(=O)O)O2 (stereo not drawn)	1	-10	9	2

Overlap with the part before: two entries, then new ones.
#	molecule	Jurkat autofluor	VLA-4 antagonist	LNCaP diff act	VLA-4 allo ag
24	COc1cccc(C2C(C(N)=O)=C(C)Nc3nc(-c4ccccc4Cl)nn32)c1 (stereo not drawn)	1	-8	6	1
25	CC(C)(C)c1ccc2c(c1)OCC(C(=O)O)O2 (stereo not drawn)	1	-10	9	2
26	CCOC(=O)C1=C(C)Nc2ncnn2C1c1ccccc1F (stereo not drawn)	1.1	-8	9	-2
27	Cc1ccc(CS(=O)(=O)CCC(=O)N2CCOCC2)cc1	1	-13	7	2
28	COC(=O)c1ccc2c(=O)n(CCCCCC(=O)NCc3ccccn3)c(=O)[nH]c2c1	1.1	11	1	1
29	CCOc1ccc(CCNC(=O)C2CCC(=O)N2C2CCCCC2)cc1OCC (stereo not drawn)	0.97	-11	7	1
30	Cc1ccc(Cn2c(SCC(=O)NCc3ccco3)nc3ccsc3c2=O)cc1	1.1	19	2	-5
31	CCCCCCC(c1c(C)n(C)n(-c2ccccc2)c1=O)c1c(C)n(C)n(-c2ccccc2)c1=O	1.1	13	15	-10
32	COC(=O)CSc1nnc(CNC(=O)c2ccccc2OC)n1-c1ccc(OC)cc1	0.99	15	15	4
33	CCN(CCCNC(=O)C1CCCN(S(=O)(=O)c2cnc[nH]2)C1)c1ccccc1 (stereo not drawn)	1	5	4	-1
34	CC1C(=O)CC(c2ccccc2)N(C)C1c1ccccc1 (stereo not drawn)	1	?	1	-7
35	O=C(NCCN1CCOCC1)C1CCC(=O)N1Cc1ccccc1Cl (stereo not drawn)	1	-16	11	2
36	Cc1ccc(C)c(-n2c(Cc3cc(=O)[nH]c(=O)[nH]3)nnc2SCC(=O)NCc2ccco2)c1	1.1	4	11	1
37	O=C(O)c1cccn2c(=O)c3ccccc3nc12	1	-14	6	-1
38	Cc1c(C(=O)N2CCOCC2)oc2ccc(S(=O)(=O)N3CCCCCC3)cc12	1.2	1	3	4
39	Nc1nc2ccccc2n1C(=O)CCc1ccccc1	1	4	9	4
40	COCCCNC(=O)CCNS(=O)(=O)c1ccc(C)cc1	1.1	9	5	0
41	CCCN(CCC)C(=O)Cn1c(=O)n(CCCCC(=O)NCc2ccco2)c(=O)c2ccccc21	1.1	-2	4	-2
42	Cn1c(C(=O)NC2CC2)cc2c(=O)n(C)c3ccccc3c21	1.1	-1	19	2
43	O=C(c1cccc(N2C(=O)C3CC=CCC3C2=O)c1)N1CCCCCC1 (stereo not drawn)	1.1	-8	9	4
44	COc1cc(NC(=O)c2ccc3c(=O)n(Cc4ccco4)c(=S)[nH]c3c2)cc(OC)c1OC	1.1	?	8	?
45	COC(=O)Nc1ccc(C)c2nsnc12	1	?	6	?
46	CCOc1ccc(-c2cc(C(=O)N3CCN(C)CC3)c3ccccc3n2)cc1	1.1	-48	9	8
47	Cc1cc(NC(=O)c2ccc(Cl)cc2)no1	1	-16	5	-1
48	CCC(C)(C)NC(=O)CN(C(=O)c1snc(C(N)=O)c1N)c1ccc2c(c1)OCO2	1	3	9	1
49	O=C(NCc1ccc(F)cc1)c1noc2c1CCCC2	1	16	7	-6
50	CCc1ccc(NC(=O)CS(=O)CC(=O)NC(C)CCc2ccco2)cc1 (stereo not drawn)	1.1	-20	5	-6

#	molecule	Jurkat autofluor	VLA-4 antagonist	LNCaP diff act	VLA-4 allo ag
51	Cn1c(=O)[nH]c(=O)c2c1nc(N1CCNCC1)n2CCOc1ccccc1	1.1	?	7	?
52	CCOC(=O)N1CCC(Nc2c(NCCN3CCN(c4cccc(Cl)c4)CC3)c(=O)c2=O)CC1	0.84	?	16	?
53	CCC(CC)C(=O)Nc1c2c(nn1-c1ccc(OC)cc1)CS(=O)(=O)C2	0.97	-24	5	9
54	CCOc1ccccc1-n1c(SCC(=O)Nc2ccc(CC)cc2)nc2n[nH]c(C)c2c1=N	1.1	-19	13	5
55	Cc1cccc(N2CCN(CCNC(=O)c3cc4c(s3)CS(=O)(=O)C4)CC2)c1C	1	-11	7	-1
56	COc1ccc(C/C(O)=C(\C#N)c2nc3ccccc3s2)cc1	1.5	-7	5	-10
57	CC1=C(C(=O)NCCN2CCOCC2)C2(CCC(C)CC2)OC1=O (stereo not drawn)	0.9	?	6	?
58	O=C(Cn1ncc2c1-c1ccccc1OC2)N(Cc1ccco1)C1CCCCC1	1	-20	17	-2
59	O=C(COC(=O)C1=COCCO1)Nc1ccccc1Oc1ccccc1	1	-4	10	6
60	Cc1ccc(Nc2cc(C)nc3nc(C)nn23)cc1	1	8	5	-4
61	COc1ccccc1CNC(=O)CCn1c(=O)[nH]c2ccsc2c1=O	1.1	-3	10	7
62	O=C(Nc1cccnc1)Nc1ccc(F)c(Cl)c1	1.1	3	11	2
63	COc1ccc(-c2ccc(-c3nnc(-c4ccncc4)o3)cc2)cc1	1.1	-10	14	1
64	COc1ccccc1CNC(=O)C1CCCN(S(=O)(=O)c2c(C)[nH]c(=O)[nH]c2=O)C1 (stereo not drawn)	1.1	-15	4	-7
65	CC(=O)N[C@@H](CS)C(=O)O	1.1	-10	4	2
66	O=C(CS(=O)(=O)Cc1ccccc1)N1CCc2ccccc2C1	1.1	-20	3	6
67	Cc1ccc(C)c(N2CCN(C(=O)COc3cc(=O)n(C)c4ccccc34)CC2)c1	1.4	?	3	?
68	O=C(CSc1nc2ccccc2c(=O)[nH]1)c1ccc(O)c(O)c1	1	-17	2	4
69	c1ccc2c(c1)nc(-c1ccncc1)n1nnnc21	1.3	-6	9	4
70	C(=C\c1ccccc1)/CN1CCN(C(c2ccccc2)c2ccccc2)CC1	1	0	6	-9
71	O=C(CNc1ccc(Oc2ccccc2)cc1)N1CCOCC1	0.93	-8	7	-5
72	O=C1CC(N2CCOCC2)C(=O)N1c1ccccc1Cl (stereo not drawn)	1	0	10	-4
73	O=C1NCCN1C(=O)C12CC3CC(CC(C3)C1)C2	1	-21	6	5
74	CCOC(=O)c1ccc(NC(=O)Cn2nnc(-c3ccc(C)cc3)n2)cc1	1	5	12	-1
75	Cc1oc(-c2ccc(Cl)cc2)nc1CN1CCCC(C(=O)NCCCN2CCOCC2)C1 (stereo not drawn)	1.2	3	14	0

Complete entries as entered above:
`COc1ccccc1CNC(=O)CCn1c(=O)[nH]c2ccsc2c1=O` as listed: Jurkat autofluor = 1.1; VLA-4 antagonist = -3; LNCaP diff act = 10; VLA-4 allo ag = 7
`O=C1CC(N2CCOCC2)C(=O)N1c1ccccc1Cl` (stereo not drawn) as listed: Jurkat autofluor = 1; VLA-4 antagonist = 0; LNCaP diff act = 10; VLA-4 allo ag = -4

The list goes on:
#	molecule	Jurkat autofluor	VLA-4 antagonist	LNCaP diff act	VLA-4 allo ag
76	CCCCN(CC)CCCNC(=O)Cn1nc(Cc2ccncc2)c2ccccc2c1=O	1.1	5	6	-3
77	COc1ccc(N2CCN(c3nc4c(c(=O)[nH]c(=O)n4C)n3CCCc3ccccc3)CC2)cc1	1	-20	5	2
78	CC(C)(C)n1nnnc1CN1CCN(C2CCCC2)CC1	0.98	-10	18	-6
79	Cn1c(C(=O)N2CCN(Cc3ccc4c(c3)OCO4)CC2)cc2c(=O)n(C)c3ccccc3c21	1.1	-5	9	-5
80	O=C(CCN1C(=O)c2ccccc2C1=O)Nc1ccc(F)cc1	1.1	-12	5	-8
81	CN(C)c1ccnc(NCc2ccccc2)c1C#N	1	-12	12	-4
82	O=C1CCCc2c1cc(C(=O)NCCCN1CCOCC1)c(=O)n2-c1ccc(Cl)cc1	0.97	-8	9	6
83	CCOC(=O)Cn1cnc2c(nnn2Cc2ccc(Cl)cc2)c1=O	1	-5	1	5
84	CCC1(CC)NC(=O)NC1=O	0.99	-32	10	-4
85	CCOC(=O)c1[nH]c(C)c(C(=O)NC(C)CC)c1C (stereo not drawn)	1.1	-5	10	-4
86	Cc1cccc(Cn2cnc3c(nnn3Cc3ccc(F)cc3)c2=O)c1	0.95	-10	20	3
87	CCn1ccc(C(=O)Nc2ccc(Cl)cn2)n1	1	-21	2	1
88	CN(CCNC(=O)C1CC(=O)N(C2CCCC2)C1)Cc1ccccc1 (stereo not drawn)	1	-13	11	4
89	CCN(CC)CCOC(=O)c1c(C)oc2ccc(O)cc12	1	-14	20	6
90	CC1=C(C(=O)OCc2ccccc2)C(c2ccc(C)o2)C2=C(CCCC2=O)N1 (stereo not drawn)	0.96	8	5	-2
91	CC(=O)Nc1nc2c(c3c1c(=O)oc1ccccc13)CC(C)CC2 (stereo not drawn)	1.2	1	4	?
92	O=C(C1CCC1)N1CCc2cc(S(=O)(=O)Nc3ccc4c(c3)OCCO4)ccc21	1.1	12	8	-7
93	Cn1c(=O)oc2cc(S(=O)(=O)N3CCC(C(=O)NCC4COc5ccccc5O4)CC3)ccc21 (stereo not drawn)	1	-20	7	3
94	O=C(Nn1cnnc1)c1cc2c(s1)CCCC2	1	-10	4	6
95	COc1cc(-c2cc(C(=O)O)c3c(OC)c(OC)c(OC)cc3n2)ccc1O	1	-22	15	1
96	CCOC(=O)N1CCN(C(=O)c2ccc(-n3c(=S)[nH]c4ccccc4c3=O)cc2)CC1	1	-20	8	0
97	COc1ccc(Cl)cc1NC(=O)c1nc2nc(C)cc(C(F)F)n2n1	1	-26	1	2

2 of the compounds above, with values under each structure.
The line under a structure holds: Jurkat autofluor, VLA-4 antagonist, LNCaP diff act, VLA-4 allo ag
91	CC(=O)Nc1nc2c(c3c1c(=O)oc1ccccc13)CC(C)CC2 (stereo not drawn)
 : 1.2, 1, 4, ?
92	O=C(C1CCC1)N1CCc2cc(S(=O)(=O)Nc3ccc4c(c3)OCCO4)ccc21
 : 1.1, 12, 8, -7
